Compound activity (PubChem BioAssay)
PglD inh: blocks C. jejuni PglD acetyltransferase activity; purified PglD enzyme, DTNB colorimetric CoA detection; inhibition, % at 12.5 µM; actives 0.098% (n = 360,000); AID 602405; in the data active = inhibition above about 16%, passing the limit was not always enough; inconclusive = no clear call, values can overlap the other calls; note: strong numbers were not always called active
Cneo AK release: Cryptococcus neoformans lysis via adenylate kinase release | AID 651654 | actives 0.2% (n = 360,000) | lysis activity, % at 15 µM | C. neoformans lysis, adenylate kinase release luminescence, 4 h; normalised: neutral wells 0, clomiphene wells 100;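 active = mean lysis activity across replicates of at least 80%, whatever share of replicates individually reach that level; inactive = mean lysis activity below 80%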
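Assay system: log-phase C. neoformans yeast / Quantity: yeast cell density of 5 × 10^6 cells/mL / Medium: fresh YPD growth medium / Compound: single dose / Timing: static 4 h at 37 °C with compound, 1 h detection / Measured by: adenylate kinase release luminescence / Read-out: lysis from increased AK signal / Benchmarks: Clomiphene as positive lysis control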
LGR2 inh: blocks bursicon-induced cAMP signaling via Drosophila LGR2; HEK293 LGR2, CRE-luciferase, bursicon-stimulated, 4 h; inhibition, % at 9.99 µM; actives 0.35% (n = 380,000); AID 720647;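 active = drop in luminescence signal, shown as inhibition above about 50% in the replicate tests, limit read from the data, passing the limit was not always enough; inconclusive = probably only some replicates passing the limit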;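 note: agonist challenge used bursicon conditioned medium at about half maximal strength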
PAX8 inh HTS: PAX8 transcriptional activity inhibition; RMG-I TPO-luciferase reporter, SteadyGlo, 24 h; inhibition, % at 12.6 µM; actives 1.2% (n = 360,000); AID 652154;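 active = mean replicate inhibition at least 60% with every replicate also reaching 60%; inconclusive = only one of the two criteria is met; inactive = mean below 60% and not all replicates reaching 60%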;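 note: luciferase light reporting Pax8 driven TPO promoter activity; plate controls were median of neutral control wells for no effect and mitoxantrone controls for full effect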
PGC1a acetyl inh: modulators of PGC1a acetylation; U2OS PGC1a acetylation, AlphaScreen anti-acetyl-lysine; with virally co-expressed GCN5 acetyltransferase; inhibition, % at 15.6 µM; actives 0.17% (n = 350,000);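 active = every replicate shows inhibition of at least 40%; inconclusive = mean inhibition at least 40% but some replicate below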;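 note: 0% = neutral control wells and 100% = positive control wells; some results beyond the cut were filed as inactive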
Statin myotox sup: suppression of simvastatin myotoxicity; C2C12 myotubes + simvastatin, ATP luminescence, 48 h; scaled: DMSO 0, geranylgeraniol control 100; rescue of ATP level, % at 7.49 µM; actives 0.78% (n = 330,000); AID 602340;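 active = mean ATP rescue above about 67%, or every replicate alone reaching that limit, limit read from the data, passing the limit was not always enough; inconclusive = no clear call, values can overlap the other calls; inactive = mean under the limit and some replicate under it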;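 note: myotubes were challenged with 10 µM simvastatin during compound exposure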
GSIS activator: GLuc luminescence reporter in INS-1E cells, primary screen for activators of glucose-dependent secretion of insulin | actives 0.61% (n = 370,000) | INS-1E GLuc reporter insulin secretion, 2-3 h | activation, % at 16.6 µM;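 active = lowest replicate activation of at least 40%, so every replicate reaches that level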;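 note: 0% = median of neutral control wells and 100% = median of IBMX positive control wells; some compounds called inactive have numbers as strong as hits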
ARNT TACC3 PPI: disruptors of human ARNT/TACC3 interaction. AlphaScreen His-ARNT PAS-B/GST-TACC3 binding, luminescence; TACC3 fragment carries E629A point mutation. Q9Y6A5. actives 0.66% (n = 390,000). inhibition, % at 9.99 µM;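 active = mean inhibition of replicates at least 50% and at least half of replicates each reaching 50%; inconclusive = half or more replicates reach 50% but mean below 50%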;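 note: 0% = complete ARNT plus TACC3 wells and 100% = ARNT alone without TACC3; many hits fall short of the cut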
* marks the source's active call; other numbers are inactive results. Hits appear at their usual frequency (roughly 2.9% active in at least one column).

`COc1cc(OC)nc(Nc2nc(C(N)Cc3ccc(F)cc3)cs2)n1` (stereo unspecified) gave PglD inh 8, Cneo AK release 0, LGR2 inh 14, PAX8 inh HTS 9, PGC1a acetyl inh -23, Statin myotox sup -7 and GSIS activator -31.
CC/C(=N/O)c1cnnc(SC)n1 was read as PglD inh 5, Cneo AK release 0, LGR2 inh -6, PAX8 inh HTS -2, PGC1a acetyl inh 9, Statin myotox sup -3 and GSIS activator 16.
For O=C(COC(=O)c1cnccn1)c1ccc([N+](=O)[O-])cc1 the results were PglD inh 0, Cneo AK release 2, LGR2 inh -1, PAX8 inh HTS 13, Statin myotox sup 8, GSIS activator 12 and ARNT TACC3 PPI 17.
O=C(Nc1ccc2c(c1)[C@H]1C[C@H](CC(=O)N3CCOCC3)O[C@H](CO)[C@H]1O2)Nc1ccccc1F was read as PglD inh 1, Cneo AK release 13, LGR2 inh -7, PAX8 inh HTS 17, PGC1a acetyl inh 3, Statin myotox sup -2, GSIS activator 7 and ARNT TACC3 PPI -6.
For CCCNC(=O)N1C[C@H](C)[C@@H](OC)CN(C)C(=O)c2ccc(NC(=O)CC)cc2OC[C@H]1C the results were PglD inh -3, Cneo AK release -4, LGR2 inh 12, PAX8 inh HTS 0, PGC1a acetyl inh 13, Statin myotox sup 4, GSIS activator -3 and ARNT TACC3 PPI 4.
C[C@H](CO)N1C[C@H](C)[C@@H](CN(C)Cc2ccc(Cl)c(Cl)c2)Oc2c(NC(=O)Nc3ccc4c(c3)OCO4)cccc2C1=O was read as PglD inh 5, Cneo AK release -3, LGR2 inh 25, PGC1a acetyl inh -4, Statin myotox sup 31, GSIS activator -43 and ARNT TACC3 PPI 15.
CC1(C)CC(=O)C=C(NCCN2CCN(C(=O)Nc3ccccc3)CC2)C1 was read as PglD inh 1, Cneo AK release 2, PGC1a acetyl inh -7 and Statin myotox sup -1.
For COc1ccc(S(=O)(=O)Nc2ccc3c(c2)C(=O)N([C@@H](C)CO)C[C@H](C)[C@H](CN(C)S(C)(=O)=O)O3)cc1 the results were PglD inh 3, Cneo AK release 2, LGR2 inh 11, PGC1a acetyl inh 0 and GSIS activator 12.
Screening C[C@@H]1CN([C@H](C)CO)S(=O)(=O)c2ccc(-c3ccccc3)cc2O[C@@H]1CN(C)C(=O)C1CCCCC1 returned PglD inh -1, Cneo AK release 3, LGR2 inh 14, PGC1a acetyl inh -11, Statin myotox sup -44, GSIS activator -44 and ARNT TACC3 PPI 8.
O=C(COC(=O)/C=C/c1ccc2ccccc2n1)NNC(=O)c1ccccc1 was read as PglD inh 1, Cneo AK release 0, LGR2 inh 12, PAX8 inh HTS 42, PGC1a acetyl inh -1 and Statin myotox sup 5.
Cc1noc(C)c1NC(=O)Nc1ccc2c(c1)CC(=O)N([C@H](C)CO)C[C@H](C)[C@@H](CN(C)Cc1ccncc1)O2 was read as PglD inh -9, Cneo AK release -1, LGR2 inh -5, PAX8 inh HTS 2, PGC1a acetyl inh 2, Statin myotox sup 10, GSIS activator 20 and ARNT TACC3 PPI -6.
C[C@H](CO)N1C[C@H](C)[C@H](CN(C)Cc2ccc(C(F)(F)F)cc2)Oc2ccc(NC(=O)Nc3ccccc3)cc2C1=O was read as PglD inh -7, Cneo AK release 3, LGR2 inh inconclusive, PGC1a acetyl inh -19, Statin myotox sup -25, GSIS activator -12 and ARNT TACC3 PPI -2.
For CN(C)/C=C/C(=O)c1ccccc1OCc1cnc(Cl)s1 the results were LGR2 inh 2, PAX8 inh HTS 9, PGC1a acetyl inh 1, GSIS activator 14 and ARNT TACC3 PPI 0.
Screening CCC1(CC)NC(=O)N(CC(=O)OCC(=O)c2ccccc2OC)C1=O returned LGR2 inh -10, PAX8 inh HTS -1, GSIS activator 33 and ARNT TACC3 PPI -3.
For COc1cccc(N=c2oc3c(C)ncc(CO)c3cc2C(N)=O)c1 the results were PglD inh 0, Cneo AK release -1, PGC1a acetyl inh 7 and Statin myotox sup 3.
COc1cc(CN2CCC(C)CC2)ccc1OCc1ccccc1 was read as PglD inh -4, Cneo AK release 5, LGR2 inh -14, PAX8 inh HTS -19, Statin myotox sup 4 and GSIS activator 24.
Screening COc1cccc(NC(=O)CN(C)C(=O)CN2C(=O)NC(C)(c3ccc(C)cc3)C2=O)c1 (stereo unspecified) returned PglD inh 5, Cneo AK release -2, LGR2 inh -10, PAX8 inh HTS 12, PGC1a acetyl inh 1, Statin myotox sup -15, GSIS activator -7 and ARNT TACC3 PPI 2.
C[C@H]1CN([C@@H](C)CO)S(=O)(=O)c2ccc(C#CC3CC3)cc2O[C@H]1CN(C)Cc1ccccc1F was read as PglD inh 0, Cneo AK release 4, LGR2 inh 22, PGC1a acetyl inh -29, Statin myotox sup 10, GSIS activator -22 and ARNT TACC3 PPI 9.
`Cc1ccccc1-c1cnc(C(O)c2ccc(F)cc2)[nH]1` (stereo unspecified) gave PglD inh -6, Cneo AK release -4, LGR2 inh -75, PAX8 inh HTS -122 and GSIS activator -7.
O=C(NC(=S)Nc1ccc(S(=O)(=O)N2CCCC2)cc1)C1CC1 was read as LGR2 inh 2, PAX8 inh HTS 9, GSIS activator 4 and ARNT TACC3 PPI 1.
`CCn1c(CC(=O)Nc2ccccc2)nnc1SCc1nc2ccccc2c(=O)[nH]1` gave PglD inh 1, Cneo AK release 2, LGR2 inh -16, PAX8 inh HTS -13, PGC1a acetyl inh -6, Statin myotox sup 6, GSIS activator 5 and ARNT TACC3 PPI 0.
`O=C(Nc1ccn(CCCNCc2ccc3[nH]ccc3c2)c(=O)n1)OCc1ccccc1` gave PglD inh 4, Cneo AK release -1, LGR2 inh -12, PAX8 inh HTS 26, PGC1a acetyl inh -2, Statin myotox sup 5, GSIS activator -13 and ARNT TACC3 PPI 7.
For CO[C@H]1CC[C@@H]2CCN(C)C(=O)CC3(CCCCC3)CN(C)C(=O)c3cc(C#N)ccc3OC[C@@H]1O2 the results were PglD inh 1, Cneo AK release 2, LGR2 inh -21, PAX8 inh HTS 8, Statin myotox sup -7, GSIS activator 12 and ARNT TACC3 PPI -6.
Screening CCNC(=O)CSc1nc(-c2ccc(F)cc2)cs1 returned LGR2 inh -60, PAX8 inh HTS -45, GSIS activator 1 and ARNT TACC3 PPI -6.
Screening CN1C(=O)/C(=C/c2cc(N=Nc3ccccc3)ccc2O)SC1=S returned PglD inh 1, Cneo AK release 0, LGR2 inh 36, PGC1a acetyl inh -3, Statin myotox sup -212, GSIS activator -19 and ARNT TACC3 PPI 9.
For N#CC(C#N)=Cc1c(N2CCN(c3ccccc3)CC2)nc2ccccn2c1=O the results were PglD inh -9, Cneo AK release -3, LGR2 inh 2, PAX8 inh HTS -26, PGC1a acetyl inh -1, Statin myotox sup 22, GSIS activator -3 and ARNT TACC3 PPI -1.
For CN1c2ccc(-c3ccccc3F)cc2[C@@H]2[C@@H](CCN2S(=O)(=O)c2ccccc2F)[C@H]1CO the results were PglD inh 2, Cneo AK release -3, LGR2 inh -11, PAX8 inh HTS 2, PGC1a acetyl inh -3, Statin myotox sup 10, GSIS activator 1 and ARNT TACC3 PPI -1.
Screening CC(=O)N1CCc2cc(S(=O)(=O)NC(C(=O)NC3CCCc4ccccc43)C(C)C)ccc21 (stereo unspecified) returned PglD inh -1, Cneo AK release 2, PAX8 inh HTS 26, PGC1a acetyl inh -6, Statin myotox sup -6 and ARNT TACC3 PPI -9.
Screening COc1ccc(Cl)cc1NC(=O)CN(C)C(=O)c1cn(-c2ccccc2)nc1-c1cccs1 returned PglD inh 7, Cneo AK release 0, PAX8 inh HTS 0, PGC1a acetyl inh 1 and Statin myotox sup -22.
For O=C(NC1CCCc2c1cnn2-c1cc(F)cc(F)c1)c1ccccn1 (stereo unspecified) the results were PglD inh 4, Cneo AK release 3, LGR2 inh -7, PAX8 inh HTS 11, PGC1a acetyl inh 7, Statin myotox sup -3, GSIS activator -4 and ARNT TACC3 PPI 2.

Next part, overlapping the part above by two compounds.
Screening COc1ccc(Cl)cc1NC(=O)CN(C)C(=O)c1cn(-c2ccccc2)nc1-c1cccs1 returned PglD inh 7, Cneo AK release 0, PAX8 inh HTS 0, PGC1a acetyl inh 1 and Statin myotox sup -22.
For O=C(NC1CCCc2c1cnn2-c1cc(F)cc(F)c1)c1ccccn1 (stereo unspecified) the results were PglD inh 4, Cneo AK release 3, LGR2 inh -7, PAX8 inh HTS 11, PGC1a acetyl inh 7, Statin myotox sup -3, GSIS activator -4 and ARNT TACC3 PPI 2.
For COc1ccc(-c2csc(C(O)c3cccc(Cl)c3)n2)cn1 (stereo unspecified) the results were PglD inh 2, Cneo AK release 1, LGR2 inh -8, PAX8 inh HTS 10, PGC1a acetyl inh -4, Statin myotox sup 12 and GSIS activator -15.
Screening O=C(Nc1nnc([C@@H]2C[C@H](O)[C@@H](CO)O2)s1)c1cccs1 returned Cneo AK release 4, PAX8 inh HTS -1, PGC1a acetyl inh -9, Statin myotox sup -9 and GSIS activator 0.
Screening CC(OC(=O)Cn1[nH]c(=O)c2ccccc2c1=O)C(=O)Nc1ccc(Cl)cn1 (stereo unspecified) returned PglD inh 0, Cneo AK release 0, LGR2 inh -2, PAX8 inh HTS -11, PGC1a acetyl inh 10, Statin myotox sup 15, GSIS activator 35 and ARNT TACC3 PPI -5.
COc1ccc(-c2cc3ccc(OCC(C)=O)cc3oc2=O)cc1OC was read as PglD inh -3, Cneo AK release 16, LGR2 inh -113, PAX8 inh HTS -151, PGC1a acetyl inh -26, Statin myotox sup -11, GSIS activator 0 and ARNT TACC3 PPI -1.
Screening C[C@H]1CN([C@@H](C)CO)C(=O)Cc2cc(NC(=O)CCN3CCOCC3)ccc2O[C@@H]1CN(C)Cc1ccc(C(F)(F)F)cc1 returned PglD inh -1, Cneo AK release -4, LGR2 inh 5, PAX8 inh HTS 7, PGC1a acetyl inh -8, Statin myotox sup 53, GSIS activator -11 and ARNT TACC3 PPI -7.
`C[C@H]1CN([C@@H](C)CO)C(=O)c2cccc(NS(=O)(=O)c3ccc(F)cc3)c2O[C@@H]1CN(C)C(=O)NC1CCCCC1` gave PglD inh 0, Cneo AK release -2, LGR2 inh 6, PAX8 inh HTS 11, PGC1a acetyl inh 3, Statin myotox sup -22 and GSIS activator -7.
For O=C(CCC(=O)NNC(=O)COc1ccccc1)NCc1ccccc1 the results were PglD inh -2, Cneo AK release 0, LGR2 inh 8, PGC1a acetyl inh 2, Statin myotox sup 3, GSIS activator -9 and ARNT TACC3 PPI -6.
For CCCC(=O)Nc1ccc2c(c1)OC[C@H](C)N(Cc1cccc(F)c1)C[C@@H](C)[C@H](OC)CN(C)C2=O the results were PglD inh 1, Cneo AK release -8, LGR2 inh -12, PAX8 inh HTS 11, PGC1a acetyl inh 0, Statin myotox sup 39, GSIS activator -18 and ARNT TACC3 PPI -3.
Screening O=C(NCc1ccccn1)c1ccc(CNS(=O)(=O)c2ccc(F)cc2)cc1 returned LGR2 inh 4, PAX8 inh HTS 7, GSIS activator 18 and ARNT TACC3 PPI 1.
Screening CCC(=O)Nc1c2c(nn1-c1ccc(F)cc1)CS(=O)C2 (stereo unspecified) returned PglD inh -1, Cneo AK release 0, LGR2 inh 29, PAX8 inh HTS 14, PGC1a acetyl inh -14, GSIS activator 8 and ARNT TACC3 PPI -27.
Screening Cc1ccc(O)c(C(=O)c2cnc3c(c2)c(=O)n(C)c(=O)n3C)c1 returned LGR2 inh -7, PAX8 inh HTS -4, PGC1a acetyl inh -2 and GSIS activator -7.
